TSG101-PTAP inh – blocks PTAP/TSG101 interaction to inhibit HIV-1 budding; Q99816; Fluorescence polarization, FITC-PTAP peptide / Tsg101 binding; Potency, µM (titrated, usually from 115 µM), for the others: at the top dose activity change, negative = inhibition, actives largely listed as inhibitors; 340,000 tested, under 10 active; AID 493005; active = well fitted inhibition curve with a large enough effect in the main read-out, with a control signal flat, not every such curve was filed as active; inconclusive = small, poorly fitted or top-dose-only effect, or effect the other way, or a change in a side signal; inactive = no such curve, though single readings can be large or run the other way; note: potency is the fitted concentration of half-maximal effect; % of control where 0% means no effect
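Compounds were pin-transferred onto Tsg101 binding domain (10 uM final) in HEPES pH 7.5 buffer, then FITC-PTAP peptide was added at 50 nM final. After 20 min at RT, polarization reported peptide displacement across a qHTS concentration series.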
Coupling enz – counter-screen for Giardia aldolase inhibitors: coupling enzyme system; activity change, negative = inhibition, % at 58.2 µM, hits read low; AID 2472; 290,000 compounds, 0.67% hits; coupling enzyme system counterscreen, AmpLite Red fluorescence; in the data active = activity change below about -30%; note: % is set by controls: 0 for no effect and ±100 for the full control effect
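Counterscreen of the coupled detection system alone, without aldolase: glyceraldehyde-3-phosphate coupling enzymes plus AmpLite Red readout. Compounds at 57.5 uM final, 10 min RT preincubation, 20 min RT reaction, fluorescence 525/598 nm.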
Integrin act MD – activates integrin-mediated alleviation for muscular dystrophy; Potency, µM (series often up to 38.3 µM), without a hit: at the highest dose activation, hits mostly activators; 350,000 compounds, 0.064% hits; AID 624291; alpha7betagal myoblasts, beta-gal FDG fluorescence, 48 h;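 note: potency is the fitted concentration of half-maximal effect; 100% = response of the positive control SU9516; nearly all actives have a fitted effect of over 60% in size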
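Alpha7betagal+/- myoblasts (passage 13) were plated 16-24 hr, then exposed to compounds (1:260 dilution of DMSO stock) for 48 hours at 37C. After MPER lysis, β-galactosidase reporter activity was read as FDG fluorescence (ex 480/em 540) after 30 minutes.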
Menin-MLL TR inh – menin-MLL binding inhibition, Texas Red mutant peptide | Menin + Texas Red MLL mutant peptide, fluorescence polarization | Potency, µM (doses to about 61.6 µM), for the others: top-dose FP activity change, negative = inhibition, most hits filed as inhibitors | 270,000 compounds, 0.23% hits; active = well fitted inhibition curve with a large enough effect in the polarisation, with a control signal flat, not every such curve was filed as active; inconclusive = small, poorly fitted or top-dose-only effect, or effect the other way, or a change in a side signal; inactive = no such curve, though single readings can be large or run the other way; the % refers to the polarisation; note: potency is the fitted concentration of half-maximal effect; % of control where 0% means no effect; many of its hits are not listed in these tables
GALK inhibitor – galactokinase (human) inhibition | 270,000 compounds, 0.007% hits | P51570 | Potency, µM (highest dose often 57.5 µM), for the others: at the top dose activity change, negative = inhibition, most hits filed as inhibitors | Purified GALK, Kinase-Glo residual ATP luminescence; note: potency is the fitted concentration of half-maximal effect; % is set by controls: 0 for no effect and ±100 for the full control effect
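Luminescence from leftover ATP (Ultra-Glo luciferase/luciferin) served as read-out after a 1 h room-temperature reaction of 5 nM GALK with 35 uM ATP and 100 uM galactose.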
Giardia killer – Giardia lamblia killing; Giardia lamblia trophozoite viability; activity change, % at 7.66 µM, hits read low; 340,000 compounds, 0.15% hits; in the data active = activity change below about -80%; inconclusive = between about -30% and that limit;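 note: parasites exposed to compound for two days anaerobically before the ATP read; % is set by controls: 0 for no effect and ±100 for the full control effect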
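Giardia trophozoites, 100 cells per well, were exposed to compounds for 48 hrs at 37 deg C under anaerobic conditions; viability was then read as ATP content by bioluminescence after 15-30 min at room temperature.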
Tb PFK inh – blocks T. brucei phosphofructokinase. T. brucei PFK, ADP-Glo luminescence. Potency, µM (titrated, usually from 57.5 µM), for the others: at the top dose activity, negative = inhibition, usual class: inhibitors. 330,000 compounds, 0.17% hits. AID 485367;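 note: potency is the fitted concentration of half-maximal effect; 0% = uninhibited 1x PFK enzyme wells and -100% = no-enzyme wells; nearly all actives have a fitted effect of over 60% in size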
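In TEA buffer at pH 8.0 with 5 mM MgCl2, enzyme (1.25 nM) converted F6P (0.5 mM) and ATP (0.1 mM) for 45 min at room temperature. ADP product was read by luciferase luminescence.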
ASM inhibitor – human S-ASM enzyme inhibition. P17405. Potency, µM (series often up to 57.5 µM), inactives show at the top dose activity change, negative = inhibition, hits mostly inhibitors. placental ASM, HMU-PC fluorogenic substrate, 60 min. 340,000 compounds, 0.006% hits; note: potency is the fitted concentration of half-maximal effect
Target sequence (P17405 47-631 limits assumed): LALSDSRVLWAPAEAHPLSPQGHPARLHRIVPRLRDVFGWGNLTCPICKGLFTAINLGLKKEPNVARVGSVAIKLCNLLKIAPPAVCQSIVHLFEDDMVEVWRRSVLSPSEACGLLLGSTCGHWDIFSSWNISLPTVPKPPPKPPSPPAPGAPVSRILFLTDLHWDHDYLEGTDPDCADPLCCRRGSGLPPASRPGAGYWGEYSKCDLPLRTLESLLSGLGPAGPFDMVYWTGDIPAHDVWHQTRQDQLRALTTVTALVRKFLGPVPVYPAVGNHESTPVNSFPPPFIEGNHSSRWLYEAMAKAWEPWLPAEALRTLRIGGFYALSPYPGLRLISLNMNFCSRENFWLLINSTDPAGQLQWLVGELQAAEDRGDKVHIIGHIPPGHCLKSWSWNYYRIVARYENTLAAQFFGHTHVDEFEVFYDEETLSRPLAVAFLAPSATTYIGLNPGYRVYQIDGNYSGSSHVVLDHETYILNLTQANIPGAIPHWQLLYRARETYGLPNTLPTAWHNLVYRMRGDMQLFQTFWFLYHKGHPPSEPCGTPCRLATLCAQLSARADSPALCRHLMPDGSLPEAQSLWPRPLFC
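qHTS format. ASM enzyme prepared from human placenta hydrolyses the fluorogenic substrate HMU-PC0 (9 uM final) over 60 min at 37 °C after a 10 min compound preincubation.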
Chronic BCR inh – chronic active BCR signaling inhibition. Potency, µM (top dose mostly 46.1 µM), for the others: top-dose ratio change, negative = lower green/red ratio, most hits filed as inhibitors. ABC-DLBCL IkBa-CBG/CBR reporter, luminescence ratio, 4 h. 340,000 compounds, 0.05% hits; active = well fitted inhibition curve with a large enough effect in the signal ratio, with a control signal flat, not every such curve was filed as active; inconclusive = small, poorly fitted or top-dose-only effect, or effect the other way, or a change in a side signal; the % refers to the signal ratio;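 note: potency is the fitted concentration of half-maximal effect; plate controls were basal doxycycline-induced cells for no effect and cells given 10 µM MG132 for full effect; MG132 reads +100%, hits lower the ratio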
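Doxycycline induced both beetle luciferases in TMD8 lymphoma cells; IKK-driven degradation limits the IkappaBalpha-fused green signal, while red luminescence normalises for cell number and nonspecific effects. Compounds tested up to 46 uM, 4 hrs.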
PKM2 act – activators of human pyruvate kinase M2. P14618. purified PKM2, Kinase-Glo ATP luminescence, activation; response scale: 0% is enzyme alone, no compound. Potency, µM (series often up to 57.5 µM), without a hit: at the top dose activation, most hits filed as activators. 260,000 compounds, 0.34% hits; note: potency is the fitted concentration of half-maximal effect; % is set by controls: 0 for no effect and ±100 for the full control effect; nearly all actives have a fitted effect of over 55% in size
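Purified hPK-M2 (>95% pure) converted ADP (0.1 mM final) to ATP with 0.5 mM PEP in 50 mM imidazole pH7.2, KCl, MgCl2, Tween 20, BSA; 1 h at room temperature. ATP detected by Kinase-Glo luminescence.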
B2AR arrestin – beta2AR (human) beta-arrestin recruitment activity. 330,000 compounds, 0.02% hits. beta-arrestin recruitment to beta2AR, cell-based reporter. Potency, µM (series often up to 46.1 µM), inactives show top-dose activation, hits mostly activators. AID 492947. P07550;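 note: potency is the fitted concentration of half-maximal effect; 0% = DMSO controls and full agonism = EC100 isoproterenol or metaproterenol; nearly all actives have a fitted effect of over 65% in size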
Target sequence (P07550 whole entry, looked up): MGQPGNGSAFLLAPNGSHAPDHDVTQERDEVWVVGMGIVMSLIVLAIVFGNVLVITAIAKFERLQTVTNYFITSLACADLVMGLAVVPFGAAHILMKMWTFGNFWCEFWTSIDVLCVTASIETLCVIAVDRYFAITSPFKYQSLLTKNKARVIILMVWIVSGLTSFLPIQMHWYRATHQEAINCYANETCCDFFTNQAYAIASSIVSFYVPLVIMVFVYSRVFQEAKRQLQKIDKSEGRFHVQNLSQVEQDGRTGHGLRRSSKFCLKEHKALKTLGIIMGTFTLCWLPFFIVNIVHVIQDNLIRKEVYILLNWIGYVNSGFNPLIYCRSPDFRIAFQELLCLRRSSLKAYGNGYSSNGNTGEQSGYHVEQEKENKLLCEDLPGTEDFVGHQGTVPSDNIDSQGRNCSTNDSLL
* = called active by the depositor; ? = inconclusive; nt = no result given; [ ] = dose if it differs, or a comment. Unless noted, calls come from the whole dose curve; as a rule, active = well fitted curve in the direction sought with a large enough effect; inconclusive = small, poorly fitted or top-dose-only effect, or another doubt; inactive = no such curve, though single readings can be large; an effect the other way counts as inactive or inconclusive. These rows are one share of the data; count on the stated rates, not on these rows.

#	SMILES	TSG101-PTAP inh	Coupling enz	Integrin act MD	Menin-MLL TR inh	GALK inhibitor	Giardia killer	Tb PFK inh	ASM inhibitor	Chronic BCR inh	PKM2 act	B2AR arrestin
1	COc1ccc(Nc2c3c(nc4ccccc24)CCCC3)cc1OC	-4%	-1	-6%	-5%	0%	29	-2%	2%	2%	4%	0.3%
2	COc1ccccc1C(=O)CC(=O)C(=O)Nc1cccc([N+](=O)[O-])c1C	0%	3	-10%	-22%	-3%	-2	-5%	0%	-1%	nt	0.1%
3	O=C(O)CCCCCNC(=O)C(=O)C1C(=O)Nc2ccccc21 (stereo not drawn)	-4%	0	-3%	nt	1%	2	1%	5%	?	1%	0.0%
4	O=C(NCc1ccccc1)C(c1ccco1)N(C(=O)c1csnn1)c1ccccc1F (stereo not drawn)	-6%	-2	1%	0%	1%	4	0%	1%	11%	-7%	-1.1%
5	COc1ccc(O)cc1	-7%	nt	18%	-2%	nt	5	0%	-1%	1%	nt	-0.4%
6	COc1ccc(C(=O)N2CCC(C(=O)N3CCN(Cc4ccccc4)CC3)CC2)cc1	-2%	1	8%	-11%	4%	9	-3%	2%	-2%	0%	-0.9%
7	CSc1ccccc1OCc1cc(C(=O)NCC(C)(C)N2CCOCC2)no1	-8%	1	0%	-9%	0%	-2	2%	5%	0%	0%	-0.1%
8	Cc1ccc(SCCC(=O)Nc2c(C)n(C)n(-c3ccccc3)c2=O)cc1	-4%	2	-27%	4%	1%	-14	-7%	4%	-3%	-3%	-0.2%
9	c1ccc(-n2ncc3c(NC4CCCCCC4)ncnc32)cc1	-4%	-21	-15%	nt	-1%	?	-10%	-5%	?	-6%	-0.2%
10	S=C(NCC1CCCO1)N1CCN(c2ccccc2)CC1 (stereo not drawn)	-1%	1	15%	-17%	0%	7	-6%	7%	?	1%	0.5%
11	Cc1ccc(N2CC(C(=O)OCC(=O)Nc3ccccc3F)CC2=O)cc1 (stereo not drawn)	-4%	-6	22%	9%	-3%	-11	-3%	-2%	?	-3%	-0.6%
12	CCNC(=O)COc1cccc2ccccc12	-7%	3	20%	-9%	0%	-3	3%	4%	-23%	0%	0.2%
13	Cc1ccc(Cl)cc1NS(=O)(=O)c1ccc2oc(=O)ccc2c1	-2%	1	-47%[inhibitor]	39%[activator]	-3%	7	0%	-5%	?	?	-0.4%
14	COc1cc(/C=C2/C(=O)NN(c3ccc(C)c(Cl)c3)C2=O)cc([N+](=O)[O-])c1O	-11%	2	-11%	?	nt	22	?	5%	7%	nt	0.3%
15	COc1ccccc1N1CCN(C(=O)C(C)N(c2ccccc2)S(C)(=O)=O)CC1 (stereo not drawn)	-3%	-1	-12%	-15%	1%	-1	0%	1%	?	-1%	-0.3%
16	CCN(CC)C(=O)OCc1c(-c2ccccc2)ncc2ccccc12	1%	nt	-8%	nt	nt	-6	0%	0%	?	nt	0.4%
17	COc1cc(NC(=O)CCc2nnc3ccc(N4CCCC4)nn23)cc(OC)c1OC	-5%	0	1%	-11%	4%	-7	-1%	-1%	-5%	nt	-1.1%
18	CSCCC(NS(=O)(=O)c1ccc(Cl)cc1)C(=O)OCC(=O)NC1CCCCC1 (stereo not drawn)	-4%	1	5%	-2%	0%	10	-2%	1%	-19%	-2%	0.2%
19	CCOC(=O)c1nnn(-c2ccc([N+](=O)[O-])cc2[N+](=O)[O-])c1C	-5%	-21	-51%[inhibitor]	14%	1%	?	4%	0%	?	0%	-0.3%
20	CC(C)(C)OC(=O)CNC(=O)c1[nH]cnc1C(=O)NC(c1ccccc1)c1ccccc1	-6%	2	7%	28%	nt	41[activator]	0%	-12%	2%	9%	0.6%
21	CCNC(=S)N(CCc1c(C)[nH]c2ccc(Cl)cc12)Cc1ccco1	-8%	-1	?	?	-2%	12	-6%	-4%	?	-3%	-0.1%
22	COc1ccc(CNCc2cc(OC)ccc2OC)cc1	-2%	-1	-36%	3%	5%	27	-5%	-1%	1%	-3%	-1.0%
23	COCCn1ccc2c(OCC(=O)NCc3ccccc3)cccc2c1=O	-9%	nt	36%	nt	nt	9	0%	nt	?	nt	0.5%
24	COc1cc(C(=O)N2CCN(C/C=C/c3ccccc3)CC2)cc(OC)c1OC	-2%	0	-9%	1%	-3%	-12	-3%	0%	-1%	0%	-0.1%
25	O=C(CSc1nc2ccccc2nc1N1CCCC1)Nc1ccc(F)cc1	0%	0	5%	26%	nt	?	0%	15%	?	0%	-0.3%
26	Cc1ccc(C(=O)/C=C/c2cn(CN3CCN(C)CC3)c3ccccc23)cc1	-1%	-9	-23%	?	-3%	-9	-2%	186%[activator]	?	-6%	0.2%
27	COC(=O)Cn1c(CCS(=O)(=O)c2ccc(Cl)cc2)nc2ccccc21	0%	0	-22%	2%	-3%	6	1%	0%	1%	1%	-0.2%
28	Cc1nnc(SCC(=O)Nc2cc(S(=O)(=O)N3CCCC3)ccc2Cl)s1	-4%	1	3%	nt	-1%	-16	5%	2%	-4%	3%	-0.4%
29	CC(C)Oc1cccc(-c2cc(C(=O)NC(=S)N(C)c3ccccc3C(=O)O)c3ccccc3n2)c1	-5%	-9	?	-7%	5%	-8	11%	35%[activator]	9%	3%	-0.2%
30	CC(C)[C@H](NC(=O)c1ccccc1Cl)C(=O)Nc1ccc(S(=O)(=O)Nc2nccs2)cc1	-1%	nt	-2%	nt	nt	7	-13%	6%	0%	nt	-0.1%
31	CCCn1c(C)cc(/C=C(\C#N)C(=O)OCC(=O)Nc2cccc(S(N)(=O)=O)c2)c1C	-12%	nt	-1%	nt	nt	-15	-26%	-1%	?	nt	0.9%
32	Cc1ccc(C(C)C)c(O)c1	4%	3	7%	-14%	nt	2	nt	-2%	nt	nt	nt
33	COc1ccc(N2CCN(S(=O)(=O)CCNC(=O)C(C)Oc3ccccc3)CC2)cc1 (stereo not drawn)	1%	nt	14%	nt	nt	-5	-2%	-1%	-2%	nt	-0.8%
34	COc1ccc(C)cc1NC(=O)c1ccccc1NS(=O)(=O)c1ccc(Cl)s1	-5%	11	-18%	?	5%	-13	-3%	-3%	?	3%	0.2%
35	O=C(NCCc1ccc(Cl)cc1)c1ccc(Br)s1	0%	0	?	-23%	2%	-25	0%	0%	0%	4%	0.2%
36	CC(C)(C)c1cc(CCC(=O)NNC(=S)NC(=O)c2ccccc2)cc(C(C)(C)C)c1O	2%	0	-62%[inhibitor]	-5%	0%	-16	13%	-9%	-2%	-19%	2.2%
37	N#CC1=C(S)N(c2ccccc2)C2(CCCCC2)NC1=O	-1%	16	-14%	-2%	nt	-8	4%	5%	-11%	-19%	0.1%
38	CCN(CC(=O)Nc1c(F)cccc1F)C(=O)C1CC(=O)N(CCc2ccc(OC)c(OC)c2)C1 (stereo not drawn)	3%	nt	-23%	nt	nt	18	7%	1%	-2%	nt	0.0%
39	CCOC(=O)c1c(CC(C)C)csc1NC(=O)COC(=O)c1cc(OC)c(OC)cc1[N+](=O)[O-]	-4%	-1	22%	-27%	1%	-3	-1%	-4%	3%	-3%	-0.6%
40	COC(=O)c1ccc(NC(=O)C(C)Oc2ccccc2)cc1 (stereo not drawn)	0%	0	?	-1%	-2%	-10	4%	-1%	6%	-2%	-1.1%
41	Cc1ccccc1-c1nnc2s/c(=C\c3ccc(N(C)C)cc3)c(=O)n12	nt	1	nt	-12%	3%	nt	0%	nt	-1%	-2%	-0.2%
42	CN(CC(=O)Nc1cccc2c1CCCC2)S(=O)(=O)c1ccc(Br)cc1	1%	0	-12%	8%	-1%	8	2%[0.46 µM]	-1%	0%	-7%	-0.9%
43	Cc1cc(C)c(C)c(OCc2nc(-c3cccnc3)no2)c1	-3%	-1	3%	1%	1%	-8	-7%	-2%	2%	6%	-0.6%
44	COC(=O)C1=C(C)NC(=O)NC1c1cccc(OC)c1OCc1ccccc1 (stereo not drawn)	0%	9	-15%	-8%	0%	-20	-4%	0%	-28%	1%	-0.2%
